N-glyco inh = N-linked glycosylation inhibition; reporter increase, % at 12.5 µM; 0.23% of 360,000 active; D54 ERlucT glycosylation luciferase reporter, 24 h; percent of 100 nM tunicamycin response;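 active = mean luciferase reporter signal, scaled so untreated is 0 and the glycosylation-blocking control 100, at or above a set limit in every replicate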;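 note: luciferase carries N-glycosylation sites so blocking glycosylation raises the light; 0% = median of neutral control wells and 100% = median of 100 nM tunicamycin wells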
MC4R antagonist = antagonists of human melanocortin 4 receptor (MC4R); P32245; MC4R-expressing cells, MTII-stimulated cAMP, LANCE TR-FRET; inhibition, % at 6.5 µM; 0.48% of 360,000 active; AID 540295;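 active = inhibition above its plate's cutoff, the mean of tested wells on that plate plus 3 SD, cut at about 29% in these data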;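 note: 0% = Melanotan II alone and 100% = Melanotan II plus saturating MCL0020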
Target sequence (P32245 whole entry, looked up): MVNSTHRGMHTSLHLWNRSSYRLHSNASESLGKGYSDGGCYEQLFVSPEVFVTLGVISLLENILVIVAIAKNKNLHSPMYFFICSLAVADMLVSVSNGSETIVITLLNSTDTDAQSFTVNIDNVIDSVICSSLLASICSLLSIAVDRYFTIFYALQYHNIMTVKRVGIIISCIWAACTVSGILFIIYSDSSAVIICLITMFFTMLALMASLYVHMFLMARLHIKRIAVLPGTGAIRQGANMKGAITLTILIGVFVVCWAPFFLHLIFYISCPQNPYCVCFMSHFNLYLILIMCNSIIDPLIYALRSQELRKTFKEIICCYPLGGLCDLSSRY
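Assay system: U2OS cells stably expressing human melanocortin 4 receptor (MC4R) / Dosing: 6.5 µM / Timing: compound 30 min, challenge 1 h, detection 1 h / Measured by: Eu-cAMP/anti-cAMP TR-FRET, emission 671 nm / Replicates: singlicate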
H9c2 protect = myocardial damage modulation in H9c2 cells; H9c2 cardiomyocytes, H2O2 injury protection, ATPLite, 2 h; protection from H2O2 cell death, % at 20 µM; 0.63% of 360,000 active; AID 588492;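 active = compounds giving at least 50% protection of heart cells from peroxide-induced death in the single-dose screen, raw or plate-pattern-corrected value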;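 note: 0% = DMSO wells with peroxide and 100% = DMSO wells without peroxide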
aDG glyco act = alpha-DG glycosylation activation; Pro5-aDG cells, alpha-DG glycosylation AlphaScreen (IIH6); 0% Pro5, 100% B10-LARGE cell signal; activation, % at 10 µM; 0.22% of 360,000 active;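 active = activation of at least 8% versus controls, or a plate z-score of at least 8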;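 note: Pro5 are CHO cells carrying HIG-tagged alpha-DG that lacks glycosylation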
MC4R barr agon = human MC4R agonism via beta-arrestin; U2OS MC4R beta-arrestin complementation, luminescence; percent of melanotan II response, DMSO zero; activation, % at 8.9 µM; 0.98% of 360,000 active;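 active = activation above a per-plate cutoff, the mean activation of sample wells on that plate plus 3 SD, cut at about 8% in these data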
iPSC survival up = increases survival of single human iPS cells; hiPSC single-cell survival, ATPlite luminescence; 100% = ROCK inhibitor wells, 0% = DMSO; survival enhancement, % at 20 µM; 0.044% of 360,000 active; in the data active = survival enhancement above about 18%;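 note: cells exposed to compounds for 16 hours before the ATP read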
ABHD5-PLIN5 inh = inhibitors of human ABHD5-perilipin-5 interaction | 0.78% of 360,000 active | inhibition, % at 4 µM | Q00G26+Q8WTS1 | Split G. princeps luciferase complementation, luminescence, 4 h;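 active = inhibition above the mean inhibition across every tested compound plus 3 SD, cut at about 22% in these data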;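 note: 0% = DMSO only wells and the 100% control is not disclosed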
Exocytosis inh = lytic granule exocytosis inhibition | 0.66% of 360,000 active | TALL-104 LAMP-1 surface exposure, flow cytometry; cells stimulated with thapsigargin and PMA | inhibition, % at 10 µM | AID 651702;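 active = inhibition above about 55%, limit read from the data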
ABCB6 inh MLPCN = blocks the human ABCB6 transporter; Q9NP58; K562-ABCB6 porphyrin accumulation, flow cytometry, 1 h; stronger effect = lower value; fluorescence ratio to DMSO, % at 10 µM; 0.19% of 360,000 active;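 active = fluorescence ratio to DMSO below 75%, the collection mean minus 3 SD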;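 note: signal is porphyrin accumulated inside mitochondria; 100% equals median channel fluorescence of DMSO control wells; lower ratio means ABCB6 inhibition with less porphyrin fluorescence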
HTR2A ag = activates the mouse 5-HT2A serotonin receptor | P35363 | 0.66% of 360,000 active | activation, % at 7.6 µM | CHO-K1 mHTR2A beta-arrestin complementation, luminescence; percent of 30 µM serotonin response | AID 624169;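 active = activation above a run cutoff, the mean activation of all tested compounds plus 3 SD, cut at about 14% in these data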;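 note: 0% = plate median of compound wells and 100% = 30 µM serotonin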
Target sequence (P35363 whole entry, looked up): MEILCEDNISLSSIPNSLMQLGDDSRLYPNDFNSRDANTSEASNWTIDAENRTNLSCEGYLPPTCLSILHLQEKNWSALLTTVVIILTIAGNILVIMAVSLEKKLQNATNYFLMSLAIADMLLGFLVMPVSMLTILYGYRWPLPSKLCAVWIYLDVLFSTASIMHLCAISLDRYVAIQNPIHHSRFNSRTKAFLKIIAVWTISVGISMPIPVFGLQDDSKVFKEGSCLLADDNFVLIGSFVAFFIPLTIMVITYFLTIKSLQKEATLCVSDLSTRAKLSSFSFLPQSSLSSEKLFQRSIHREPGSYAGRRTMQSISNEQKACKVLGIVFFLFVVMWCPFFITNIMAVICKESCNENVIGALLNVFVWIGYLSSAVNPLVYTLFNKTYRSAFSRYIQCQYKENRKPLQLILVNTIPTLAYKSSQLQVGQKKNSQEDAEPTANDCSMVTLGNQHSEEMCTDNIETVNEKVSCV
Numbers without * were called inactive.

#	Compound	H9c2 protect	aDG glyco act	N-glyco inh	MC4R barr agon	Exocytosis inh	ABCB6 inh MLPCN	ABHD5-PLIN5 inh	MC4R antagonist	iPSC survival up	HTR2A ag
1	COc1ccc(NCc2nnc(-c3ccccc3)o2)cc1	-3	0.0	1	-3.2	-3	92	-2	15	-0.3	2
2	CCc1ccc(NC(=O)CCCNC(=O)Cn2cnc3sc(C)c(C)c3c2=O)cc1	-8	-0.1	1	-0.3	5	97	2	6	-0.2	5
3	COc1ccccc1NC(=O)c1c(O)c2ccccc2[nH]c1=O	1	0.1	0	0.4	0	91	6	2	0.5	0
4	Cn1c(SCC2CCCO2)nnc1-c1ccc([N+](=O)[O-])cc1 (stereo unspecified)	2	0.3	1	-1.2	-2	100	2	6	-0.1	0
5	COCCSc1nnc(NC(=O)c2ccco2)s1	-2	-0.1	1	-1.2	-6	96	-4	3	0.5	7
6	CCCCC[n+]1ccn(-c2nc3ccccc3nc2[N-]S(=O)(=O)c2ccccc2)c1	5	0.0	-4	1.2	-3	81	-8	-4	-0.3	1
7	COc1ccc(S(=O)(=O)NCC(=O)N(CC(=O)NCc2ccco2)C2CCCC2)cc1	-4	-0.2	0	2.1	6	95	-7	19	0.1	9
8	CC(=O)Nc1ccc(SC[C@H](Cc2ccccc2)N2CC[C@@H](C(C)(C)C)CCC2=O)cc1	-3	0.0	-4	0.7	-7	97	-7	3	-3.2	2
9	CC1CN(c2nc(Nc3ccccc3F)nc(N)c2[N+](=O)[O-])CC(C)O1 (stereo unspecified)	-2	-0.1	5	1.3	9	97	6	4	0.0	1
10	CC(=O)Nc1ccc(Nc2ccc(S(=O)(=O)C(F)(F)F)cc2[N+](=O)[O-])cc1	-4	-0.3	-4	0.0	2	103	-3	7	-1.4	-1
11	CC1CCCCN1C(=O)CN1C(=O)c2ccccc2S1(=O)=O (stereo unspecified)	-2	0.1	0	-1.2	8	94	-8	5	-0.1	7
12	c1ccc(COc2cccc(CNn3cnnc3)c2)cc1	2	0.1	-1	0.0	-1	102	-1	-1	1.2	1
13	COC(=O)c1sc(NC(=O)c2c(OC)cccc2OC)c(C#N)c1C	-1	1.0	0	1.2	-1	100	-8	10	-0.4	5
14	CCC1(C)N(O)C(C)(C)C(c2ccc(OC)cc2)=[N+]1[O-] (stereo unspecified)	1	0.2	0	-0.1	-2	106	8	2	1.6	3
15	C=C(C)c1cccc(C(C)(C)NC(=O)N2CCCC(C)C2)c1 (stereo unspecified)	-12	0.3	-3	-1.3	1	97	-1	7	-1.4	5
16	CC1CCCC(NC(=O)COC(=O)c2cccnc2Cl)C1C (stereo unspecified)	2	0.0	3	-0.3	-4	103	-2	7	-1.1	4
17	O=C(c1ccc([N+](=O)[O-])cc1)N(Cc1ccccc1)Cc1ccccc1	1	0.8	-4	-0.3	-24	99	1	10	-1.1	-7
18	COc1cc(OC)cc(-c2nc3ccccc3s2)c1	-7	-0.1	-2	3.9	-4	104	-7	21	0.8	2
19	COC(=O)c1cc(S(=O)(=O)N2CCCC(C)C2)cn1C (stereo unspecified)	-1	-0.1	-2	-1.3	4	101	0	0	0.3	6
20	O=C(Nc1ccccc1)C1CC2CCC1C2 (stereo unspecified)	1	0.0	1	0.4	-4	98	4	14	1.2	2
21	COc1ccc(C2c3ccc4ccccc4c3Oc3ncn(Cc4ccco4)c(=N)c32)cc1OC (stereo unspecified)	0	0.6	-6	-3.2	16	98	13	18	-1.0	2
22	Cc1ccn(CC(=O)N2CCCC(Nc3ccc(F)c(F)c3)C2)n1 (stereo unspecified)	-3	-0.2	3	-0.6	-9	103	1	-6	-0.4	1
23	CCN(CC)c1ccc(NC(=O)CCc2nnc3ccc(N4CCCC4)nn23)c(C)c1	5	0.0	-1	-0.9	3	96	-3	1	3.7	-3
24	c1ccc(OCc2nn3c(-c4cccnc4)nnc3s2)cc1	8	-0.1	5	-2.2	-3	96	2	-12	1.6	-1
25	COc1ccc(OC(=O)CN2C(=O)C3C4CCC(C4)C3C2=O)cc1 (stereo unspecified)	0	-0.3	2	3.4	-2	103	19	-3	-1.0	4
26	Cc1ccc(S(=O)(=O)N2C(=O)CCC2C(=O)O/N=C(\N)c2ccc([N+](=O)[O-])cc2)cc1 (stereo unspecified)	9	-0.2	5	8.0	-6	92	-4	6	0.0	6
27	Cc1ccc(CS(=O)Cc2ccc(C(=O)N3CCN(c4ccccc4)CC3)o2)cc1 (stereo unspecified)	0	-0.1	1	-2.4	0	101	4	12	1.8	-4
28	Cc1cc(COC(=O)C2N3C(=O)[C@@H](NC(=O)COc4ccccc4)[C@H]3SC2(C)C)on1 (stereo partly specified)	7	0.0	-1	-2.2	7	96	1	1	-0.9	5
29	CC(=O)O[C@]1(C(C)=O)CC[C@H]2[C@@H]3C=CC4=CC(=O)C=C[C@]4(C)[C@H]3CC[C@@]21C	-4	0.3	2	0.5	-3	96	5	-1	1.0	8
30	CCC1(C)CC(c2nc(-c3ccc(OC)cc3)cs2)CCS1 (stereo unspecified)	-7	0.0	-2	-0.2	4	99	-9	4	-1.7	-3
31	CCOC(=O)c1cc2occc2n1CC(=O)Nc1ccc(OC)cc1OC	3	0.0	0	1.2	-1	100	5	10	-0.3	6
32	O=C1OCCC1Sc1nc(-c2ccccc2)cs1 (stereo unspecified)	-4	-0.3	2	0.7	-1	94	8	9	3.0	5
33	Brc1cc(Br)c2nc3c(cc2c1)CCC3	-2	0.0	-1	-0.6	2	102	1	5	-0.4	0
34	Cc1c(C(=O)N2CCCC2)nnn1-c1nonc1N	0	-0.2	0	-1.7	-1	98	-1	0	2.7	-5
35	Cc1ccc(S(=O)(=O)N2CCN(S(=O)(=O)N3CCOCC3)CC2)c(C)c1	-4	-0.1	0	0.2	-5	104	-4	-8	-0.2	0
36	CCN(CC)C(=O)c1ccc(S(=O)(=O)c2ccccc2)cc1	-6	0.1	0	-0.8	1	96	0	16	-0.6	3
37	CCn1c(O)c(/C=N/n2cnnc2)sc1=S	0	0.4	3	3.4	2	101	1	-8	4.3	2
38	CCOC(=O)C(C)c1c(C)[nH]c(=S)[nH]c1=O (stereo unspecified)	-21	0.0	-1	0.5	1	90	-2	1	1.7	-2
39	O=C(Nc1ccc(Br)cc1F)c1ccc2nsnc2c1	0	0.5	-3	8.8*	-1	100	3	3	0.1	-3
40	Cc1ccc(C(=O)C2=C(O)C(=O)N(Cc3cccnc3)C2c2ccc(Cl)c(Cl)c2)o1 (stereo unspecified)	6	-0.2	0	-0.8	1	100	-24	-2	0.3	-3
41	Cc1ncc([N+](=O)[O-])n1Cc1ccccc1F	2	0.0	2	-2.4	-2	94	0	1	3.4	1
42	COCCN(CCOC)S(=O)(=O)c1ccc(OC)cc1	4	-0.2	0	-1.7	-2	95	-4	-1	-3.6	1
43	CC1CN(C(NC(=O)c2ccccc2)C(Cl)(Cl)Cl)CC(C)O1 (stereo unspecified)	0	-0.1	0	-1.9	4	98	-3	4	0.2	1
44	CCN1CCN(CC(O)COc2ccc3c(c2)CCC3)CC1 (stereo unspecified)	3	-0.1	-2	0.8	1	99	1	13	3.1	-3
45	CN(Cc1ccccc1)S(=O)(=O)c1ccc(NC(=O)C2CCCCC2C(=O)O)cc1 (stereo unspecified)	1	0.3	-1	-1.6	4	102	-8	3	-1.6	-4
46	O=C(Nc1ccc(O)c(-c2nc3ccccc3o2)c1)C1(c2ccc([N+](=O)[O-])cc2)CCCC1	4	-0.4	-11	-2.2	-4	102	-2	-2	2.1	2
47	CCOC(=O)c1ccccc1OCc1cc(/C=N/n2cnnc2)ccc1OC	16	0.2	4	-2.4	4	93	3	-6	2.8	-3
48	c1ccc(CCNc2cc(-c3ccc4ccccc4c3)nc3ccnn23)nc1	0	0.0	13	-0.6	3	98	3	-2	2.9	11
49	CC12CCC(=O)N1C(C(=O)Nc1nc(-c3ccccc3Cl)cs1)CS2 (stereo unspecified)	10	0.5	-4	-1.8	-5	94	-9	-10	-0.5	-1
50	N#C/C(=C\c1ccc(N2CCOCC2)o1)C(=O)NCCc1ccccc1	21	-0.3	1	1.1	0	99	25*	1	4.7	-2
51	Cc1nn(C(=O)CN2C(=O)c3ccccc3C2=O)c(C)c1Br	0	0.0	0	1.3	-2	103	-2	13	-2.4	2
52	Cc1cc(C)c2c(=O)[nH]c(SCC(=O)c3ccc(F)c(C)c3)nc2n1	3	0.0	3	0.2	-3	85	1	-1	-1.0	2
53	CC(=O)Nc1ccc(S(=O)(=O)NCc2ccc3[nH]c(C)cc3c2)cc1	-1	-0.4	1	1.2	4	97	-5	1	2.1	2
54	COc1ccc(OC)c(/C=N/N(C)c2ccccc2)c1	-10	-0.1	-2	-2.3	9	102	-9	1	0.1	-7
55	COc1ccc(NC(=O)CSc2nnc(-c3ccoc3C)n2CCc2ccccc2)cc1	1	0.0	-3	-0.8	22	95	4	3	0.1	-4
56	COc1ccc(OCCC(=O)N2CCOCC2)cc1	-1	0.3	0	-1.5	1	100	1	6	-1.8	-1
57	O=C(Nc1ccc2c(c1)OCO2)C1CCCN1C(=O)Nc1ccccc1F (stereo unspecified)	1	0.0	2	0.0	1	103	-5	11	1.2	1
58	COc1ccc(-c2cn(Cc3ccc4c(c3)C(=O)c3ccccc3C4=O)nn2)cc1	-20	0.4	2	0.6	39	96	2	0	-1.9	0
59	O=S(=O)(ON(c1ccccc1)S(=O)(=O)c1ccccc1)c1ccccc1	5	0.9	6	4.5	-3	106	5	9	-0.3	-7
60	CN(C)S(=O)(=O)c1cccc(-c2nn(-c3ccccc3)cc2/C=C2\SC(=S)NC2=O)c1	-20	-0.7	-8	0.3	9	89	4	-33	-1.1	5

Further records follow:
#	Compound	H9c2 protect	aDG glyco act	N-glyco inh	MC4R barr agon	Exocytosis inh	ABCB6 inh MLPCN	ABHD5-PLIN5 inh	MC4R antagonist	iPSC survival up	HTR2A ag
61	COc1ccc(NC(=O)Nc2cccc(NC(C)=O)c2)c(OC)c1	13	-0.2	3	-1.4	-4	101	1	15	3.8	-2
62	COc1cc(/C=C/C(=O)OC(C)C(=O)Nc2c(C)n(C)n(-c3ccccc3)c2=O)ccc1O (stereo unspecified)	5	0.2	2	1.1	1	97	2	3	0.2	10
63	C/C(N)=N\S(=O)(=O)c1ccc(Cl)cc1	2	-0.1	1	0.0	4	101	2	17	-1.3	-5
64	CCCNC(=O)c1csc2c1CCCCC2	-9	-0.1	2	-1.3	-3	92	-7	1	-1.5	-1

Bioassay records (PubChem)

Hits appear at their usual frequency. Share with any hit: about 4.5%.
